TNAP inh no acc – inhibitors of human TNAP without phosphate acceptor | P05186 | purified TNAP, CDP-star luminescence, 30 min | inhibition, % at 20 µM | 200,000 tested, 0.26% active | AID 1012;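 active = tissue-nonspecific alkaline phosphatase inhibition above about 50% at 20 µM in the single-dose screen, limit read from the data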;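 note: 0% = DMSO negative control and 100% = EDTA positive control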
Target sequence (P05186 whole entry, looked up): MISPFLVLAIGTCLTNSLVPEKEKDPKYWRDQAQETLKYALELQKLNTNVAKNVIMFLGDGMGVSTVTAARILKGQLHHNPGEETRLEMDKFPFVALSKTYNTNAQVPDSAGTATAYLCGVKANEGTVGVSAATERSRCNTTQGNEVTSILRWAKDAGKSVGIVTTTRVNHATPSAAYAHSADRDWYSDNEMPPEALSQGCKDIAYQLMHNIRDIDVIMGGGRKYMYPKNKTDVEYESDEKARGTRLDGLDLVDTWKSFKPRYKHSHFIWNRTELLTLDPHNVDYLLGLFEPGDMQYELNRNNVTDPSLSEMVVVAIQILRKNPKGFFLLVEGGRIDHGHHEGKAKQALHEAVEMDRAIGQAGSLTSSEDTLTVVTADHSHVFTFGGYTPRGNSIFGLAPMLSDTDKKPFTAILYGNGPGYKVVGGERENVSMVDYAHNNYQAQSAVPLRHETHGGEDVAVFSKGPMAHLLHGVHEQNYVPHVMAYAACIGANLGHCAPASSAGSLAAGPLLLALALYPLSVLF
PMI act – activators of human phosphomannose isomerase; P34949; purified human PMI, coupled resazurin fluorescence, 20 min; hits give high values; 1 = vehicle control, 0 substrate-free wells; activation factor at 20 µM; 190,000 tested, 0.005% active; AID 1214;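 active = activation factor of 2 or more at 20 µM, relative to plate controls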
Target sequence (P34949 whole entry, looked up): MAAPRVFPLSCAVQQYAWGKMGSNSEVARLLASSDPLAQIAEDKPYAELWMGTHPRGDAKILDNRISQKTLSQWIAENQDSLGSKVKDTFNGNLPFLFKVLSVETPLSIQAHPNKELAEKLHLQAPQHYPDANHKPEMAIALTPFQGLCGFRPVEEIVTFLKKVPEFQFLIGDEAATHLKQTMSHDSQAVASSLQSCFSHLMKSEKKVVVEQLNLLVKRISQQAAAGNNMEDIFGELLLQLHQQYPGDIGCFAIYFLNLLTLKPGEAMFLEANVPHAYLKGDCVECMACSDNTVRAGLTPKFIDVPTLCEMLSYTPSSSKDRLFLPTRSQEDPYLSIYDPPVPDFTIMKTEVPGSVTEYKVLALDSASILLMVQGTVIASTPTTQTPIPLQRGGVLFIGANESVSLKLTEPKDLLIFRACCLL
TNAP act hiacc – activators of human TNAP at high phosphate acceptor concentration; purified TNAP, CDP-star luminescence, 1 M DEA, 30 min; hits give high values; 0 = EDTA background, 1 = DMSO-only activity; activation factor at 20 µM; 200,000 tested, under 10 active;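 active = activation factor at least 2 at 20 µM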
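Assay system: human TNAP; Input: enzyme diluted 1/800 final; Reagent: CDP-star luminogenic substrate at 100 µM final; Timing: 30 min, room temperature; Signal: luminescence; Evaluation: TNAP activation factor scaled between EDTA and DMSO control wells.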
NF-kB expr up – NF-kB expression increase, human neuronal cells; NF-kB reporter expression; hits give high values; fold change at 12.5 µM; 190,000 tested, 1.6% active; AID 1239; in the data active = fold change above about 3.3
FLuc inh counter – Photinus pyralis luciferase inhibition counter-screen | 200,000 tested, 1.5% active | P08659 | inhibition, % at 10 µM | ATPLite firefly luciferase biochemical luminescence, 10 min;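 active = inhibition above about 50% when tested at 10 µM, limit read from the data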
FLuc stim CS – affects firefly luciferase, flagging false hits in luciferase stimulation screens; P08659; ATPlite luciferase biochemical, luminescence, 10 min; 0 = ATP-free wells, 1 = DMSO control; activation factor at 10 µM; 200,000 tested, under 10 active;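 active = luciferase activation factor, scaled between plate controls, of at least 2 with compound at 10 µM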
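System: cell-free luciferase reagent; medium: PBS as buffer for the ATP substrate; doses: test compounds dosed from 2 mM stocks in 100% DMSO; incubation: 10 min, room temperature; measured by: luminescence from luciferase reaction; read-out: luciferase activation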
APP 5'UTR act – APP 5'UTR luciferase reporter activation | SH-SY5Y APP 5'UTR luciferase reporter, luminescence; zero percent = DMSO vehicle wells | 190,000 tested, 1% active | activation, % at 2 µM;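 active = activation above a set limit, based on mean plus 3 SD of controls, cut at about 140% in these data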; note: values of inactives mirror those of a sister screen read the other way
TNAP inh hiacc – TNAP (human) inhibition, high acceptor. P05186. 200,000 tested, 0.03% active. inhibition, % at 20 µM. purified TNAP, CDP-star luminescence, 1 M DEA;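 active = over 50% inhibition of tissue-nonspecific alkaline phosphatase at 20 µM in the single-dose screen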;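 note: plate controls were DMSO wells for no effect and EDTA-quenched wells as full inhibition for full effect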
bIAP activator – increases bovine intestinal alkaline phosphatase activity; 200,000 tested, 0.17% active; purified bovine IAP, CDP-star luminescence, 30 min; hits give high values; fold of DMSO-control signal, blank-subtracted; activation factor at 20 µM;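 active = activation factor of 2 or more at 20 µM, a signal rise over negative controls twice the positive control's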
PMI act hi M6P – increases human PMI activity with near-saturating mannose 6-phosphate | 190,000 tested, 0.34% active | activation factor at 20 µM | P34949 | coupled PMI enzyme assay, resazurin fluorescence, 20 min; hits give high values; 1 = untreated enzyme, 0 = substrate-free blank;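 active = activation factor of 2 or more at 20 µM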
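assay system = human phosphomannose isomerase with PGI, G6PDH, diaphorase coupling enzymes | quantity = 15 ng/mL PMI | incubation = enzyme reaction with compound 20 min at room temperature | medium = HEPES pH 7.4 buffer with MgCl2 and Tween-20 | compound dosing = one concentration, 20 µM, in 1% DMSO | measured by = Diaphorase-driven resazurin-to-resorufin fluorescence, excitation 544, emission 590 nm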
* hit, by the source's call; / = not tested or not shown.

SMILES	TNAP inh no acc	PMI act	TNAP act hiacc	NF-kB expr up	FLuc inh counter	FLuc stim CS	APP 5'UTR act	TNAP inh hiacc	bIAP activator	PMI act hi M6P
CC(C)Nc1nc(NC(C)C)nc(SCC(N)=O)n1	-7	1	1	0.98	-4	1	-12	-1	0.9	1
O=C(CCN1C(=O)c2cccc3cccc(c23)C1=O)N1CCOCC1	-4	1.1	1	2	7	0.9	33	0	1	1
O=C(Nc1ccn(Cc2c(F)c(F)cc(F)c2F)n1)c1ccc(COc2ccc(Cl)cc2Cl)o1	-16	0.8	1	0.96	-2	1	-11	-1	0.6	0.8
CCNC(=S)N1CCN(Cc2ccc3c(c2)OCO3)CC1	-10	0.9	1.1	1	-2	1	7	-6	0.9	0.8
COc1ccc(OC)c2[nH]c(C(=O)O)cc12	-4	1.1	1	1.1	1	1	-4	4	0.9	1
Cc1ccc(C)c(-n2c(Cc3cccs3)n[nH]c2=S)c1	-2	0.9	1	1.1	9	0.9	13	-4	0.9	1
Cc1ccc(N=Cc2nc(/C=C/c3cccc([N+](=O)[O-])c3)oc2O)cc1	4	1.1	0.9	0.9	-2	1	1	9	0.9	1.2
CC1(C)CC(=O)C=C(NCc2cccnc2)C1	-11	1	1.1	1	-3	1	14	-8	0.9	1
COc1ccc2nc(NC(=O)C3CCCN3S(=O)(=O)c3ccc(C)cc3)sc2c1 (stereo not drawn)	-14	1	1	1.1	0	1	12	-2	1	1
CCOc1ccc(C(C(=O)NC2CCCC2)N(CCCO)C(=O)c2ccc(-c3ccccc3)[nH]2)cc1 (stereo not drawn)	-11	0.9	1.1	0.73	-3	1	0	-7	1.1	0.8
COc1ccc(CC(=O)NC(C)c2nnc(SCC(=O)Nc3nc(C)cs3)n2C)cc1 (stereo not drawn)	-8	0.9	1	1	-4	1	9	-1	1	1
COC(=O)c1ccccc1NC(=O)CSc1nc2ncccc2[nH]1	-23	1	1.1	1.2	-9	1.1	-5	-7	1.3	1.1
CCOC(=O)C1(Cc2cccc(F)c2)CCN(Cc2cn(CC)nc2C)CC1	-8	0.9	1.1	1.2	-4	1	4	-5	1.1	1
CCc1ccccc1NC(=S)N1CCC(C(=O)c2ccc(F)cc2)CC1	-8	0.9	1	1.6	-4	1	-5	-3	0.9	0.9
CCC1(c2ccc(F)cc2)NC(=O)N(CC(=O)N2CCOCC2)C1=O (stereo not drawn)	-15	1	1	/	-4	1	16	-4	1	1.1
CC(=O)c1ccc(NC(=O)Nc2sc(NS(=O)(=O)c3ccccc3)nc2C)cc1	-15	0.9	1	1.4	-7	1.1	-15	-4	1	0.9
CC1=C(C(=O)N2CCCCCC2)C2(CCC(C)CC2)OC1=O (stereo not drawn)	-10	1	1	1.2	-8	1.1	-17	-3	1	1.1
CCOC(=O)/C(C#N)=C\c1ccc(OCC(=O)Nc2ccc(C)cc2C)c(OC)c1	-8	1	1	1.1	-8	1.1	-11	-1	1	1
O=C(O)Cn1cc(C(=S)N2CCOCC2)c2ccccc21	-8	1	1	0.95	-6	1.1	-13	-1	1	1.1
COc1ccccc1Nc1nc(C)c(C(=O)Nc2ccccc2)s1	-8	1.1	1.1	1.2	3	1	-13	-6	0.9	1
COc1cccc(CN2CCN(Cc3ccc4c(c3)OCCO4)CC2CCO)c1 (stereo not drawn)	-2	1	1	0.97	0	1	6	-1	1.1	1
COCCNC(=O)c1cc(C(=O)CC(C)C)c[nH]1	-2	1	1.1	1.2	-8	1.1	11	-6	1.3	1
O=c1sc2ccccc2c(=O)n1Cc1ccccc1F	-4	0.1	1	0.93	2	1	-16	0	1.1	1
CCCCn1cnc2c1c(=O)n(C)c(=O)n2C	-4	1.1	1	1.7	-10	1.1	17	-4	1	0.9
O=C(O)C1CCCCC1C(=O)Nc1cccc(Cl)c1Cl (stereo not drawn)	4	1.1	1	1	-8	1.1	-3	0	1	1.1
Remaining list, next part
SMILES	TNAP inh no acc	PMI act	TNAP act hiacc	NF-kB expr up	FLuc inh counter	FLuc stim CS	APP 5'UTR act	TNAP inh hiacc	bIAP activator	PMI act hi M6P
Cc1ccc(S(=O)(=O)N2CCCC(c3nc(-c4ccc(C)o4)no3)C2)cc1 (stereo not drawn)	-8	0.9	1.1	1.2	-2	1	-13	-5	1	0.9
CCOC(=O)C1CCN(c2nnc(N3CCCC3=O)s2)CC1	-10	1	1.1	1.4	-3	1	-8	-5	0.8	1
COC(C(=O)Nc1ccc(F)cc1)c1ccccc1 (stereo not drawn)	-5	1	1	1.2	-4	1	-1	0	1	0.9
CCOC(=O)c1c(-n2cccc2)sc2c1CCCC2=O	-5	0.9	1	0.94	-4	1	14	0	1	0.9
Cc1ccc(NC(=O)c2scc3c2CCCC3)cc1	-6	0.8	1	9.5*	75*	0.2	195*	-2	1	0.8
Cc1ccc(Sc2nc3c(c(=O)[nH]c(=O)n3C)n2CCc2ccccc2)cc1	-4	0.8	1.1	1.2	-4	1	-3	-7	1	0.8
O=C(O)/C=C\C(=O)Nc1cccc(NC(=O)c2ccccc2)c1	-7	1.1	1.1	1.3	7	0.9	22	-7	1.1	0.9
Cc1nc2ccccn2c1C(=O)N/N=C/c1cc(C)n(-c2ccc(Br)cc2)c1C	-14	1.1	1	0.78	1	1	-1	-4	1.1	1.1
CC(C)CCOc1ccccc1C(N)=O	2	1.1	1.1	1	-2	1	2	-7	1.1	1
Cc1ccc(CN(Cc2cc3cc(C)ccc3[nH]c2=O)C(=O)N2CCOCC2)cc1	-6	0.9	1	0.66	-3	1	-10	-4	1	1
CC1(C)C(=O)Nc2ccccc2N1C(=O)CN1C(=O)NC(CCc2ccccc2)C1=O (stereo not drawn)	-3	0.9	1	0.62	-3	1	0	3	1.1	0.7
COc1ccc(CCNS(=O)(=O)c2cc(C(=O)O)c(Cl)cc2Cl)cc1	-6	1	1.1	1.1	-3	1	14	-6	1	1
Cc1ccnc(NS(=O)(=O)c2ccc(NC(=O)CSc3nc(-c4ccccc4)cc(=O)[nH]3)cc2)n1	-5	1.1	1	1	16	0.8	3	-3	1	1
CCOC(=O)Cc1csc(Nc2ccc(Cl)cc2)n1	-6	0.8	1	1.5	-2	1	11	4	1	0.9
CCOC(=O)C(C)Sc1nc(-c2ccc(OC)cc2)nc2c1c(=O)n(C)c(=O)n2C (stereo not drawn)	-7	0.9	1	/	-10	1.1	/	-3	1	0.9
COCCn1nnnc1CN(CCc1ccc(OC)c(OC)c1)Cc1cc2ccc(C)cc2[nH]c1=O	-4	1.4	1.1	0.82	-10	1.1	-16	-8	1.1	1.4
CC(c1ccon1)N(C)C(=O)CCc1nnc(Cc2ccc(-c3ccccc3)cc2)o1 (stereo not drawn)	-8	0.9	1.1	1.2	-5	1	16	-9	1.2	1
O=C(NCc1ccco1)/C(=C/c1cccc(C(F)(F)F)c1)c1nc2ccccc2[nH]1	0	1.1	1	1.1	-2	1	-8	3	0.9	1.1
Fc1ccccc1C1c2[nH]c3ccccc3c2CCN1Cc1ccoc1 (stereo not drawn)	-8	/	1	1.2	-9	1.1	6	-5	0.9	/
CC1(C)C(C=C(Cl)Cl)C1C(=O)N(Cc1ccc(Cl)cc1)C1CCS(=O)(=O)C1 (stereo not drawn)	-3	0.9	1.1	0.84	-5	1.1	0	-7	1.1	0.9
COC(=O)NNC(=O)CCCOc1ccc(Cl)cc1Cl	-8	0.9	1	1	-3	1	-9	3	1	0.9
Cc1ccc(N2CC(C(=O)Nc3ccc(S(=O)(=O)N4CCCC4)cc3)CC2=O)cc1 (stereo not drawn)	-6	0.8	1	0.98	-4	1	16	-2	0.9	0.8
CN(C)C(=S)SCC(=O)NCc1ccc(F)cc1	-9	0.9	1.1	1.7	0	1	5	-6	1	0.9
c1ccc(Oc2cccc(OCCCCN3CCCC3)c2)cc1	-8	1.1	0.9	1.4	-5	1.1	-3	11	1	0.6
Cc1ccc(Br)cc1S(=O)(=O)N1CCN(c2ccccc2)CC1	-3	0.9	1	0.78	-5	1.1	11	-3	0.7	0.9

An excerpt from above in order of heavy-atom count, smallest number first:
SMILES	TNAP inh no acc	PMI act	TNAP act hiacc	NF-kB expr up	FLuc inh counter	FLuc stim CS	APP 5'UTR act	TNAP inh hiacc	bIAP activator	PMI act hi M6P
CC(C)CCOc1ccccc1C(N)=O	2	1.1	1.1	1	-2	1	2	-7	1.1	1
CN(C)C(=S)SCC(=O)NCc1ccc(F)cc1	-9	0.9	1.1	1.7	0	1	5	-6	1	0.9
CCOC(=O)Cc1csc(Nc2ccc(Cl)cc2)n1	-6	0.8	1	1.5	-2	1	11	4	1	0.9
O=C(O)/C=C\C(=O)Nc1cccc(NC(=O)c2ccccc2)c1	-7	1.1	1.1	1.3	7	0.9	22	-7	1.1	0.9
Cc1ccc(S(=O)(=O)N2CCCC(c3nc(-c4ccc(C)o4)no3)C2)cc1 (stereo not drawn)	-8	0.9	1.1	1.2	-2	1	-13	-5	1	0.9
Cc1ccc(Sc2nc3c(c(=O)[nH]c(=O)n3C)n2CCc2ccccc2)cc1	-4	0.8	1.1	1.2	-4	1	-3	-7	1	0.8
Cc1ccc(CN(Cc2cc3cc(C)ccc3[nH]c2=O)C(=O)N2CCOCC2)cc1	-6	0.9	1	0.66	-3	1	-10	-4	1	1
Cc1ccnc(NS(=O)(=O)c2ccc(NC(=O)CSc3nc(-c4ccccc4)cc(=O)[nH]3)cc2)n1	-5	1.1	1	1	16	0.8	3	-3	1	1
COCCn1nnnc1CN(CCc1ccc(OC)c(OC)c1)Cc1cc2ccc(C)cc2[nH]c1=O	-4	1.4	1.1	0.82	-10	1.1	-16	-8	1.1	1.4

Going on with the list:
SMILES	TNAP inh no acc	PMI act	TNAP act hiacc	NF-kB expr up	FLuc inh counter	FLuc stim CS	APP 5'UTR act	TNAP inh hiacc	bIAP activator	PMI act hi M6P
Cc1ccc(S(=O)(=O)Oc2ccc(/C=C(/NC(=O)c3ccccc3)C(=O)Nc3ccccc3)cc2)cc1	-8	1	1	1.2	0	1	14	-3	1	1
Cc1oc(C(=O)O)cc1COc1ccc2c3c(c(=O)oc2c1C)CCC3	-10	0.9	1	1.1	2	1	9	-1	1	1
CCOC(=O)c1sc2nc(SCC#N)n(CCCN3CCCC3=O)c(=O)c2c1C	-6	0.9	1	0.68	-7	1.1	-18	-3	1	0.9
CCOC(=O)c1sc(=NC(=O)c2ccc(S(=O)(=O)N(C)c3ccccc3)cc2)n(C)c1C	-3	1.2	1	1.3	-4	1	-5	3	1	1.1
CCN(C(=O)CN1CCOCC1)C1(C)C(=O)c2ccccc2C1=O	-10	1.3	1.1	3.1	-3	1	-7	-5	1.2	1.2
CSC1=NSC2=NC(=O)/C(=C\c3coc4ccccc4c3=O)C(=N)N12	-14	1.3	1	0.95	-3	1	8	3	1.1	1.7
CCCC(=O)Nc1ccc2c(c1)nc1n2CCN(C2CCCCC2)C1	2	1.5	1	1.4	-14	1.1	17	-4	1	1.6

Screens from PubChem BioAssay.
